Ba/F3 V617F tox = lowers viability of Ba/F3 cells expressing EpoR and JAK2V617F | ATP luminescence | hit rate 1.1% among 220,000 | inhibition, % at 5.6 µM;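 active = inhibition above the campaign mean plus 3 SD over all tested compounds, cut at about 24% in these data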;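 also: cytokine-independent growth of Ba/F3 cells driven by EpoR plus mutant JAK2; 0% = DMSO-treated cells and 100% = JAK inhibitor I control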
Calpain2 inh = calpain II (pig) inhibition; purified calpain II, fluorogenic peptide substrate, 30 min; inhibition, % at 16 µM; hit rate 0.37% among 220,000; AID 1236;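 active = inhibition above about 50%, limit read from the data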
EP2 modulator = modulators of human EP2 prostaglandin E2 receptor; hit rate 0.83% among 260,000; P43116; induction, % at 25 µM; EP2-expressing cells, cAMP HTRF FRET, PGE2 co-stimulation;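 active = compounds whose cAMP rise, as percent of the full-agonist control response, exceeds 60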;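 also: rat C6 glioma line stably carrying human EP2 under a CMV promoter; the protocol text gives 20 µM as final concentration; 100% = response of wells given 1 µM PGE2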
Target sequence (P43116 whole entry, looked up): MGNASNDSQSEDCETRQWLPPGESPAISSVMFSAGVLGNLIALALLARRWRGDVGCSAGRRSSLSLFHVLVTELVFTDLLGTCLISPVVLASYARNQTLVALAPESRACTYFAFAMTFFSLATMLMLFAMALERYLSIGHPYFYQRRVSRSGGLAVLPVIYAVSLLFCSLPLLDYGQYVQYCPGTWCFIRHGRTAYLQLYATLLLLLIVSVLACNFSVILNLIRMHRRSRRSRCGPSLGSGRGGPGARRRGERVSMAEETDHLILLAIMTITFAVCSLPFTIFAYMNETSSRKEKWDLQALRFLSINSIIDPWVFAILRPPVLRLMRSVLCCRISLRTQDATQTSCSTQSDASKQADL
S1P4 antag = human S1P4 receptor antagonism; hit rate 0.26% among 220,000; inhibition, % at 4.98 µM; S1P4-expressing cells, antagonist mode, reporter read-out; AID 1510; O95977; in the data active = inhibition above about 29%;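 also: 0% = wells stimulated with agonist and 100% = vehicle wells without agonist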
Target sequence (O95977 whole entry, looked up): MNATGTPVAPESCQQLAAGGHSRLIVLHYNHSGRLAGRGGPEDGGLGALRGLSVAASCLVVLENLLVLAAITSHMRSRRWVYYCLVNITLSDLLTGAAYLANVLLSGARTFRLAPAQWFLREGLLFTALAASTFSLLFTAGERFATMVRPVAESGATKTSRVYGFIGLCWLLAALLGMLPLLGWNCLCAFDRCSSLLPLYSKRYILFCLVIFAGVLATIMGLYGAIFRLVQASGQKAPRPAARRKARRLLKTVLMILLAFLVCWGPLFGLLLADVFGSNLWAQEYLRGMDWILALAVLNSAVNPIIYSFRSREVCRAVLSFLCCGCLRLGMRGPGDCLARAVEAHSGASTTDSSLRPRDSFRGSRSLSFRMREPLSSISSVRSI
TRPN1 ag = activates the zebrafish TRPN1 channel | hit rate 0.18% among 220,000 | activation, % at 3 µM | HEK293 zebrafish TRPN1-YFP, Fluo-8 calcium fluorescence; 100% = response to 87 µM carbachol;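 active = activation above its plate's cutoff, the mean activation of test wells on that plate plus 3 SD, cut at about 19% in these data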;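 also: 0% = DMSO alone and 100% = 87 µM carbachol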
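Material: zebrafish TRPN1-YFP in HEK293 cells. Doses: one dose of 3 µM, 0.3% DMSO. Incubation: dye 1 h 37 °C plus 30 min RT. Measured by: intracellular calcium fluorescence with Fluo-8.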
PERK inhibitor = human PERK inhibition, primary cell-based screen. CHO PERK-DD fusion, SEAP luminescence translation reporter. inhibition, % at 5.6 µM. hit rate 0.17% among 220,000;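 active = inhibition above the mean inhibition of all tested compounds plus 3 SD, set separately per screening campaign, cut at about 2.9% in these data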;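 also: PERK kinase domain activated by AP20187 dimerizer at 100 nM; 0% = DMSO with dimerizer and 100% = rapamycin at 8.4 µM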
TRPML3 agonist = human mucolipin-3 channel agonism; hit rate 0.29% among 220,000; activation, % at 3 µM; HEK293 TRPML3-YFP, Fluo-8 calcium fluorescence; 100% = the carbachol control signal; AID 1448; Q8TDD5;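 active = activation above its plate's cutoff, the mean activation of the plate's test wells plus 3 SD, cut at about 12% in these data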;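 also: 0% = DMSO only wells and 100% = carbachol wells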
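Material: TRPML3-YFP stable HEK293 cells | Dosing: One concentration, 3 µM nominal, 0.3% DMSO | Timing: 125 s total fluorescence read per well | Technique: Fluo-8 calcium dye fluorescence, ex 470-495, em 515-575 nm | Measure: Percent activation from peak-to-basal fluorescence ratio, scaled between DMSO and carbachol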
S1P4 agonist = activates the human S1P4 receptor | hit rate 0.35% among 220,000 | S1P4-expressing cell line, agonist reporter assay | O95977 | activation, % at 4.98 µM; in the data active = activation above about 11%;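 also: 0% = DMSO vehicle and 100% = reference agonist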
BaF3 parental = reduces parental Ba/F3 cell viability, JAK2V617F counter-screen. CellTiter-Glo ATP luminescence. inhibition, % at 5.6 µM. hit rate 1.1% among 220,000;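 active = inhibition above a per-campaign cutoff, the mean inhibition of all tested compounds plus 3 SD, cut at about 27% in these data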;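 also: 0% = DMSO wells and 100% = JAK Inhibitor I control wells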
* hit, by the source's call; i = inactive; · = not tested or not shown.

#	compound	Ba/F3 V617F tox	Calpain2 inh	EP2 modulator	S1P4 antag	TRPN1 ag	PERK inhibitor	TRPML3 agonist	S1P4 agonist	BaF3 parental
1	CCCCOC(=O)Cn1c(=O)c2c(nc3n2CCCCN3c2ccc(C)cc2)n(C)c1=O	-3	-33	22	-14	0.8	-0.9	0.8	1.6	5
2	CC(=O)N1CCN(C(=O)c2cccc(S(=O)(=O)Nc3ccc(C)cc3)c2)CC1	-3	-27	20	-10	0.7	-0.1	0.5	2.2	3
3	CC(C)(C)NCc1ccc(OCc2cccs2)cc1	8	23	-30	-7	1.7	-0.9	0.9	-1.8	4
4	Cc1occc1C(=O)NC1CCCCCC1	-4	12	6	16	-1.4	-0.4	0.1	-0.3	-1
5	Cc1nn2c3c(cnc2c1-c1ccccc1)C(=O)CC(C)C3 (centres undefined)	-3	·	·	4	-1.0	0.6	0.5	1.6	0
6	CCOC(=O)N1CCN(c2c(NCCCN(C)c3ccccc3)c(=O)c2=O)CC1	-5	-10	-7	-4	0.5	1.2	-0.5	-2.3	3
7	COc1ccc(-c2nnc(SCCOc3cccc(C)c3)n2N)cc1	0	30	-36	-3	0.5	-0.6	-0.2	0.2	1
8	COc1ccc(N2CCC(CNS(=O)(=O)c3cccc(C(F)(F)F)c3)C2)cc1 (centres undefined)	5	33	-20	-16	0.4	-0.4	-0.4	1.3	7

New compounds follow
#	compound	Ba/F3 V617F tox	Calpain2 inh	EP2 modulator	S1P4 antag	TRPN1 ag	PERK inhibitor	TRPML3 agonist	S1P4 agonist	BaF3 parental
9	O=C(c1ccncc1)c1ccc(N2CCN(C3CC(=O)N(Cc4cccs4)C3=O)CC2)cc1 (centres undefined)	-3	-5	-75	-9	15	-1.2	6.2	1.2	5
10	CN1C(=O)C(CC(=O)NC2CCCCC2)N(C)C1=O (centres undefined)	5	14	-14	7	0.9	1.2	0.8	-1.8	5
11	CCOC(=O)c1c(/N=C/N(C)C)sc(C=O)c1-c1ccccc1	1	-133	19	-30	-1.6	-1.0	0.3	2.2	3
12	Cc1c(Cl)c([N+](=O)[O-])nn1Cc1ccc(C(=O)Nc2ccc(Cl)cn2)o1	3	20	11	-17	-0.4	-0.6	0.3	0.1	8
13	C/C(=N\OCC(=O)NC(C)C)c1cccs1	0	-4	7	0	1.4	0.7	0.4	-0.1	8
14	Cc1ccccc1C(=O)N(C)Cc1ccccc1	-1	-9	18	4	-0.7	0.4	0.1	-4.7	4
15	COC(=O)C1=NN(C(=O)c2ccc(Br)cc2)C(O)(C(C)(C)C)C1 (centres undefined)	-1	18	-3	-5	-0.3	0.8	-0.3	0.4	2
16	O=S(=O)(Cc1cc(NCc2ccccc2)nc(-c2ccccn2)n1)c1ccccc1	-3	-3	-24	-14	0.0	0.7	-0.1	-0.4	2

Next part.
#	compound	Ba/F3 V617F tox	Calpain2 inh	EP2 modulator	S1P4 antag	TRPN1 ag	PERK inhibitor	TRPML3 agonist	S1P4 agonist	BaF3 parental
17	Fc1cccc2sc(Nc3nnc(-c4ccccc4)o3)nc12	-1	-20	-1	-2	1.2	-0.2	0.0	0.6	2
18	O=C(O)CCCC(=O)NS(=O)(=O)c1ccc(Cl)cc1	0	14	9	9	0.2	0.5	1.6	-0.7	2
19	COc1cc(C(=O)O/N=C(\N)c2cccc([N+](=O)[O-])c2)cc(OC)c1OC	-5	-14	19	-6	-0.4	0.2	0.9	2.0	0
20	COc1ccc(OC)c2c(N3CC(C)OC(C)C3)cc(C(F)(F)F)nc12 (centres undefined)	-3	-238	11	0	-0.8	0.3	-0.3	-1.2	1
21	CCN(CC)c1ccc(S(=O)(=O)N(CC)CC)cc1NC(=O)c1cccnc1	5	-8	-14	-19	0.5	0.5	1.9	0.5	11
22	CC(=O)NC(c1ccccc1)c1cccnc1 (centres undefined)	0	15	70*	-13	0.8	0.1	0.5	0.9	0
23	O=C1C2C3c4ccccc4C(c4ccccc43)C2C(=O)N1c1cccnc1 (centres undefined)	4	16	7	1	0.4	-0.4	0.0	-0.9	7
24	COCCn1c(=S)[nH]c2cc(OC)c(OC)cc2c1=O	-1	-5	-3	3	-0.9	-0.3	0.0	1.5	5

3 entries from above, arranged by their value in TRPML3 agonist, smallest number first:
no.	mol	Calpain2 inh	EP2 modulator	S1P4 antag	PERK inhibitor	TRPML3 agonist	S1P4 agonist
2	CC(=O)N1CCN(C(=O)c2cccc(S(=O)(=O)Nc3ccc(C)cc3)c2)CC1	-27	20	-10	-0.1	0.5	2.2
3	CC(C)(C)NCc1ccc(OCc2cccs2)cc1	23	-30	-7	-0.9	0.9	-1.8
9	O=C(c1ccncc1)c1ccc(N2CCN(C3CC(=O)N(Cc4cccs4)C3=O)CC2)cc1 (centres undefined)	-5	-75	-9	-1.2	6.2	1.2

The list continues:
#	compound	Ba/F3 V617F tox	Calpain2 inh	EP2 modulator	S1P4 antag	TRPN1 ag	PERK inhibitor	TRPML3 agonist	S1P4 agonist	BaF3 parental
25	O=C(NC1CC1)c1sccc1-n1cccc1	-3	25	7	9	0.1	0.7	1.1	-2.5	6
26	Cc1cc(C)n(-c2cccc(Cl)c2)c(=O)c1C#N	3	9	21	-8	1.9	-0.6	-0.1	-0.2	7
27	COc1cccc(-n2c(SC)nnc2-c2c[nH]c3ccccc23)c1	2	7	-9	-12	1.6	-1.0	0.1	-0.7	3
28	COc1ccc(CCNC(=O)CSc2nc(N)c(C#N)c(-c3cccs3)c2C#N)cc1OC	1	-6	10	9	0.9	-1.2	-0.1	-0.7	7
29	O=C(COc1ccc(Br)cc1Br)NC1CCCC1	-1	-11	3	-12	7.0	-0.1	2.9	-1.9	1
30	Cc1cccc(OCC(=O)OCC(=O)c2c(N)n(C)c(=O)n(C)c2=O)c1	-2	20	3	-13	1.3	1.2	1.0	-1.1	5
31	N#CC12C(N)=NC3(OCCO3)C1(C#N)C1=C(CCC1)NC2c1ccccc1 (centres undefined)	1	-25	33	-6	0.7	-0.1	1.4	1.8	2
32	O=C(O)Cn1c(CCS(=O)(=O)c2ccc(Br)cc2)nc2ccccc21	5	5	5	-7	0.9	0.7	0.7	1.2	10

Continued:
#	compound	Ba/F3 V617F tox	Calpain2 inh	EP2 modulator	S1P4 antag	TRPN1 ag	PERK inhibitor	TRPML3 agonist	S1P4 agonist	BaF3 parental
33	CCC1CN(C(=O)Nc2ccc(C)cc2)c2cc(C)ccc2O1 (centres undefined)	-1	1	5	-14	-1.9	0.9	-0.7	1.1	2
34	Cn1c2ccccc2c2ncn(CCCN3CCOCC3)c(=O)c21	5	-44	34	-17	1.9	-1.3	-0.5	-0.3	6
35	N#Cc1nc(COc2ccccc2)oc1N1CCCCC1	-3	3	8	-18	-1.5	-1.1	-0.3	1.3	5
36	COc1ccc(-c2noc(-c3ccc(Cl)cc3)n2)cc1	-2	·	·	1	1.4	1.5	1.2	0.9	1
37	Nc1ccc(-c2nc3cc(N)ccc3s2)cc1	1	i	-81	-12	0.9	0.5	0.9	3.2	10
38	COc1cc(C2c3c(oc4ccccc4c3=O)C(=O)N2Cc2ccco2)ccc1O (centres undefined)	1	1	9	-16	-0.2	-0.8	0.6	0.5	4
39	Cc1ccc(N2C(=O)c3ccccc3C2C(=O)c2ccc(C)c(C)c2O)cc1 (centres undefined)	-6	-24	-3	13	-2.6	0.3	0.1	0.2	2
40	CC(C)=CCN1CCN(Cc2cc(F)ccc2-n2nc(C)cc2C)CC1CCO (centres undefined)	-2	-20	-11	-7	-1.1	0.2	0.9	1.0	9

New compounds follow
#	compound	Ba/F3 V617F tox	Calpain2 inh	EP2 modulator	S1P4 antag	TRPN1 ag	PERK inhibitor	TRPML3 agonist	S1P4 agonist	BaF3 parental
41	N#C/C(=C\c1ccccc1OCc1ccc(C(=O)O)cc1)C(=O)Nc1ccc(O)cc1	-2	-50	1	-25	-0.9	2.5	-0.8	1.5	2
42	Cc1nc(N)sc1-c1csc(N(C)c2ccc(O)cc2)n1	0	-16	6	-8	-0.6	0.7	0.3	0.1	2
43	Cc1ccc(C(=O)Nc2ccc(Cl)cn2)cc1S(=O)(=O)N1CCOCC1	0	16	-33	3	2.4	-0.3	-1.0	-0.2	4
44	CC1(Br)C2CCCC1C2S(=O)(=O)c1ccccc1 (centres undefined)	-1	-3	28	-17	-0.5	0.5	2.0	-1.0	8
45	Cc1nccn1CCC1CCCCN1C(=O)CCc1nnc(-c2ccsc2)o1 (centres undefined)	-3	8	-2	5	-1.0	0.6	0.0	0.9	-1
46	O=C(NNC(=O)c1ccccc1Br)c1ccc(Cl)c(Cl)c1	1	-7	-8	3	-0.7	0.4	0.0	-1.1	4
47	O=C(O)CC1(CC(=O)NCc2ccncc2)CCCCC1	3	6	11	5	1.3	1.9	-0.5	1.4	-2
48	Cc1ccc(S(=O)(=O)Nc2ccc3c(c2)nc2n3CCN(Cc3ccccc3)C2)cc1	-2	-56	-17	-5	-2.0	0.0	0.8	-1.8	3

More records.
#	compound	Ba/F3 V617F tox	Calpain2 inh	EP2 modulator	S1P4 antag	TRPN1 ag	PERK inhibitor	TRPML3 agonist	S1P4 agonist	BaF3 parental
49	CCCc1cc2c(=O)c(-c3ccccn3)c(C)oc2cc1O	-1	-110	-8	-3	-1.4	0.5	-1.1	-1.5	5
50	O=C(O)Cc1coc2ccc3ccccc3c12	0	-14	-17	-13	-1.3	0.3	1.0	3.0	7
51	CCOc1ccc(NC(=O)C2CC(=O)N(C(C)C)C2)cc1 (centres undefined)	-1	-8	27	-11	0.7	0.1	0.7	-0.6	1
52	O=S(=O)(NCC1CCCO1)c1cc(Br)c(Br)s1 (centres undefined)	-2	19	-6	-5	0.4	1.0	-0.3	-1.4	5
53	CCc1nccn1Cc1cc(C=O)ccc1OC	-1	-23	18	-31	1.3	1.9	1.3	1.2	4
54	O=C(NCCN1CCOCC1)c1ccc2c(c1)ncn2C1CCCCC1	-3	8	18	-34	0.6	-0.2	0.2	1.1	2
55	COc1ccc([N+](=O)[O-])cc1NC(=O)c1cn(-c2ccc(Cl)cc2)c(=O)c2ccccc12	-3	-55	21	-12	-1.3	0.9	1.6	-0.1	2
56	Cc1sc2nc(SCC(=O)NCCO)n(-c3ccccc3)c(=O)c2c1C	0	-20	10	-23	-0.4	-0.1	0.0	1.5	7
57	O=C1CC(c2ccc(Cl)c([N+](=O)[O-])c2)c2ccc3ccccc3c2N1 (centres undefined)	-1	-20	-3	-11	1.3	0.1	0.9	-0.8	3
58	COc1cccc(NC(=S)N(CCc2nc3cc(C)c(C)cc3[nH]2)Cc2cccnc2)c1	1	-31	0	5	-1.0	-0.3	0.0	-2.1	5
59	CN1CCN(c2ccc(NC(=O)c3ccc(C(F)(F)F)cc3)cn2)CC1	1	-1	-6	-18	4.3	0.3	2.8	-0.2	8
